# Source: PubChem (several laboratories)
# 14-3-3 Bad inh = inhibitors of 14-3-3 zeta/Bad binding, primary screen, biochemical, TR-FRET, bovine 14-3-3 zeta; 220,000 tested, 0.71% active; inhibition, % at 21.7 µM; 14-3-3 protein zeta/delta (Bos taurus), P63103; TR-FRET 14-3-3zeta/Dy647-pBad peptide displacement, 1 h;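 active means inhibition above about 70%, limit read from the data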;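 further: 0% = full 14-3-3 plus peptide FRET controls and 100% = background without 14-3-3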
# Target sequence (P63103 whole entry, looked up): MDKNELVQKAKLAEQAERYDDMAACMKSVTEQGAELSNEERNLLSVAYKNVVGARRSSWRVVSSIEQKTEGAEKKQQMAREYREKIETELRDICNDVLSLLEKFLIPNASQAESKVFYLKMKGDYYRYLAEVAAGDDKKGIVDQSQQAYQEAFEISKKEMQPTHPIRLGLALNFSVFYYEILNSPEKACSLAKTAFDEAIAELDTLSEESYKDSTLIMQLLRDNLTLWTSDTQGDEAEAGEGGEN
# eIF4E-4G inh = eIF4E–eIF4G protein interaction inhibitors, primary screen, biochemical, uHTS, TR-FRET, eIF4GI fragment. Eukaryotic translation initiation factor 4E (Mus musculus) + Eukaryotic translation …. TR-FRET eIF4E-eIF4GI(517-606) binding, 2 h. inhibition, % at 21.7 µM. 220,000 tested, 0.37% active;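 active means inhibition above about 30%, limit read from the data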;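 further: 0% = full FRET control wells and 100% = background wells lacking eIF4GI fragment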
# PGE2 EP2 inh = human EP2 receptor antagonists, primary screen, TR-FRET cAMP, C6 glioma cells. 260,000 tested, 0.52% active. C6 glioma cells expressing human EP2; cells stimulated with saturating PGE2. inhibition, % at 25 µM;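 active means percent inhibition above 40 after rounding to a whole number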;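 further: rat C6 glioma host cells with rolipram phosphodiesterase inhibitor present; the protocol text gives 20 µM as final concentration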
# Target sequence (P43116 whole entry, looked up): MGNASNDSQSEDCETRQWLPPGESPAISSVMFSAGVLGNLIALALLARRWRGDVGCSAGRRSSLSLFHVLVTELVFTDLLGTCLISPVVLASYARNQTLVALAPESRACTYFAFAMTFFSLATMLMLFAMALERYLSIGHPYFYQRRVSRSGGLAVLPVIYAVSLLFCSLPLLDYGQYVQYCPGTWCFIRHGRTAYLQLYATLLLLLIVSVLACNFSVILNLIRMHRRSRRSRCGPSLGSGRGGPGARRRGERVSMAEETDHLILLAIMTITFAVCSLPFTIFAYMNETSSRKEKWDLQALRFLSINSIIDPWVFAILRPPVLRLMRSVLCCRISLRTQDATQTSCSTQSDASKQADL
# zVAD death inh = inhibitors of zVAD-triggered necroptosis, primary screen, L929 cells; 220,000 tested, 0.38% active; viability rescue, % at 10 µM; L929 zVAD necroptosis rescue, ATP luminescence, 24 h; with zVAD 60 µM;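 active means activation, scaled between plate controls, above about 75%, limit read from the data; inactive means activation under that limit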;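 further: 0% = zVAD with DMSO and 100% = DMSO alone without zVAD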
# TbHK1 inh = Trypanosoma brucei hexokinase 1 inhibitors, primary screen, biochemical, G6PDH-coupled NADH absorbance, MLSCN library. hexokinase 1 [Trypanosoma brucei]. recombinant TbHK1, G6PDH-coupled NADH A340. inhibition, % at 10 µM. 220,000 tested, 0.11% active. AID 1430, 2008;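 active means inhibition of 50% or more in the single-dose primary screen; inactive means inhibition below 50%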
# Hck-Nef inh = inhibitors of Nef-activated human Hck kinase, primary screen, biochemical, Z-Lyte FRET, 384-well, Hck-YEEI; Tyrosine-protein kinase HCK (Homo sapiens), P08631; 220,000 tested, 0.68% active; inhibition, % at 20 µM; AID 463187, 2010; Recombinant Hck-YEEI plus Nef, Z-Lyte FRET kinase assay;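 active means Hck-Nef kinase inhibition above about 50%, limit read from the data; inactive means inhibition below that limit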;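 further: 0% = DMSO with Hck plus Nef and 100% = Hck alone without Nef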
# m-calpain inh = inhibitors of pig calpain II, primary screen, biochemical, fluorogenic peptide substrate, 1536-well. purified calpain II, 30 min. 220,000 tested, 0.37% active. inhibition, % at 16 µM;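 active means inhibition above about 50%, limit read from the data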
# EP2 modulator = EP2 receptor modulators, cAMP readout, primary screen, cell-based, HTRF cAMP, PGE2 stimulation. EP2-expressing cells, cAMP HTRF FRET, PGE2 co-stimulation. induction, % at 25 µM. 260,000 tested, 0.83% active. Prostaglandin E2 receptor EP2 subtype (Homo sapiens), P43116. AID 940, 2007;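 active means compounds whose cAMP rise, as percent of the full-agonist control response, exceeds 60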;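 further: rat C6 glioma line stably carrying human EP2 under a CMV promoter; the protocol text gives 20 µM as final concentration; 100% = response of wells given 1 µM PGE2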
# Rad51 HR inh = human RAD51 strand exchange inhibitors, primary screen, biochemical, fluorescence; DNA repair protein RAD51 homolog 1 (Homo sapiens), Q06609; hRad51 DNA strand exchange, fluorescence dequenching; inhibition, % at 10 µM; 200,000 tested, 0.085% active; AID 1385, 2008;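 active means inhibition above 40% at the single screening dose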;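 further: 0% = DMSO control wells and 100% = blanks with heterologous ssDNA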
# Target sequence (Q06609 whole entry, looked up): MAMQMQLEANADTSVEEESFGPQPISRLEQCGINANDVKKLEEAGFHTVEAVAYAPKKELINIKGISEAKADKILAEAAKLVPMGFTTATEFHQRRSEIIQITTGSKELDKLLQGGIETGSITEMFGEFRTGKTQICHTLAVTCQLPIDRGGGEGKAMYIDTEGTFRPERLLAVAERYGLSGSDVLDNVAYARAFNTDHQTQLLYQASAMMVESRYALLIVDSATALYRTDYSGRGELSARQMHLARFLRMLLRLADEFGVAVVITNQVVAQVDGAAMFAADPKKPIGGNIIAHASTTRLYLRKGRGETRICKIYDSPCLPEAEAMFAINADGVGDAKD
#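 Material: hRad51 filaments on single-stranded DNA; Reagent: Donor/quencher-labelled 47-bp dsDNA substrate; Compound: 10 µM final, single point; Schedule: 37 °C 15-min filament assembly, 30-min compound preincubation, 15-min exchange; Technique: FRET fluorescence, excitation 485 nm, emission 520 nm; Benchmarks: control wells and blank wells on each plate.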
# Numbers without * were called inactive; i = inactive; · = not tested or not shown; & = joins results of further samples; [ ] = remark or other dose. The list is partial; the hit share may differ from the screen's.
SMILES,14-3-3 Bad inh,eIF4E-4G inh,PGE2 EP2 inh,zVAD death inh,TbHK1 inh,Hck-Nef inh,m-calpain inh,EP2 modulator,Rad51 HR inh
CC1(C)C(=O)OC(c2c(F)c(F)c(F)c(F)c2F)C2(CCCCC2)C1=O (stereo not given),-3,7,10,0.2,0,10,57*,26,7
C/C(Cc1ccccc1)=N\NC(=O)CNC(=O)c1ccc2c(c1)OCCO2,-11,-2,8,0.0,-6,23,-24,-8,·
O=C(NCc1ccccc1)NC1(C(=O)N2CCOCC2)CCCCC1,-8,-16,9,0.5,0,0,10,30,8
CNCC(O)C(O)C(O)C(O)CO (stereo not given),-3,3,18,-0.7,-8,8,-3,-7,-5
C=CCn1cnc2c(nnn2-c2ccc(Cl)cc2)c1=O,-6,1,7,0.5,7,17,-25,16,21
COc1ccc(-n2c(SCC(=O)c3ccc[nH]3)nnc2-c2ccccc2)cc1,-7,-2,7,·,0,5,-8,40,-16
CCSc1nnc(NC(=O)C(C)(C(F)(F)F)C(F)(F)F)s1,51,2,7,0.8,1,0,-10,4,0
Cc1noc(C)c1S(=O)(=O)Nc1ccc(C(=O)NC2CCCCCC2)cc1,9,4,·,0.9,2,0,13,13,·
Cc1nc2cc(-c3cccc(F)c3)nn2c(C)c1CCC(=O)NC(C)c1ccc2c(c1)OCCO2 (stereo not given),7,-3,9,·,-8,-1,-67,-36,·
COc1cc(C(=O)Nc2cccc(-c3nc4ccccc4o3)c2C)cc(OC)c1OC,-4,-17,15,2.2,-11,6,-57,25,-5
CC(C)CNc1cc(=O)n(C)c(=O)n1C,-10,0,12,0.0,-6,0,16,12,-1
O=c1[nH]c2ccccc2c(=O)n1Cc1ccco1,-10,9,0,0.1,37,2,-24,29,0
S=C(NCc1ccncc1)NC1CCCC1,-7,-5,6,0.5,-3,12,-3,-13,-28
COc1ccc(Cn2c(CCC(=O)N3CCN(c4ccccn4)CC3)nc3ncccc3c2=O)cc1,-5[fluorescence artefact?],-10,17,-0.6,-13,0,-31,4,-11
COc1ccc(S(=O)(=O)Nc2ccccc2C(=O)NCc2ccco2)cc1Br,18,9[fluorescence artefact?],9,0.7,2,-1,-75,4,4
Cc1ccc(/C=N/NC(=S)NC(C)C)o1,-11,2,10,0.0,-65,-11,19,15,-1
O=[N+]([O-])c1cccc(/C=N/n2cnnc2)c1,2,5,6,-0.2,-14,17,-13,9,·
COC(=O)c1nc2nc(C)cc(=O)n2[nH]1,33[fluorescence artefact?],-40,7,-0.1,0,5,-114,1,6
Nc1cc(=O)[nH]c(SCC(=O)N2N=C(c3ccc(Cl)cc3)CC2c2ccco2)n1 (stereo not given),-1,3,12,-0.2,-9,23,-53,55,-6
CCCCNC(=O)OCC(CC)NC(=O)OC(C)C (stereo not given),-9[fluorescence artefact?],0[fluorescence artefact?],9,1.2,-1,1,-6,-18,-8
COc1ccc([N+](=O)[O-])c2c(=O)ccoc12,-8[fluorescence artefact?],7,4,0.2,1,3,7,16,-7
COc1ccccc1NC(=O)Nc1ccccc1Br,1,1,4,1.0,-2,6,-17,-10,·
O=C(Cc1ccccc1)NNC(=O)c1cccs1,-7,-16,16,-0.1,-4,0,-2,17,5
Cc1cc(Cl)ccc1OCC(=O)Nc1ccccc1N1CCOCC1,13,1,5,-0.5,1,12,30,12,-6
COc1cc(NC(=O)C2CCCN2C(=O)C2CCC(C)CC2)cc(OC)c1OC (stereo not given),5,-2,5,2.5,0,23,-3,6,-6
c1ccc(-c2noc(CC3CCCCC3)n2)nc1,-3,2,4,-1.1,0,16,8,-27,-8
O=C(NC1CCCCC1)c1ccccc1NC(=O)C1CC(=O)N(c2ccc(Cl)cc2)C1 (stereo not given),-5,5,3,0.1,4,1,-17,55,1
CC12CN3CC(C)(CN(C1)C3c1ccccc1)C2O (stereo not given),-5,1,8,2.2,-4,15,-28,17,2
COCCNC(=S)N/N=C(\C)c1ccc(Cl)c(Cl)c1,-7,-1,8,-0.3,-3,-2,22,6,8
COc1ccc(OC)c(N(CC(=O)Nc2ccc3c(c2)OCCO3)S(C)(=O)=O)c1,0,0,7,0.8,3,-4,7,19,4
CCCCCCCCNC(=O)c1cccnc1SCC(=O)Nc1ccccc1OC,12,-2,9,-0.3,28,-1,34,10,0
O=C1c2cccnc2C(O)N1C1CCCCC1 (stereo not given),0,-4,10,3.3,1,-1,4,16,-2
COc1ccc2nc(C)cc(Nc3ccccc3O)c2c1,3,1,7,1.3,-19,-4,21,-31,22
O=C(c1ccccc1)c1ccc2nc[nH]c2c1,1,3,16&17,0.7,-4,1,22,13&-33,-3
C/C(CCc1ccccc1)=N\NC(=O)C(=O)Nc1cccc(Cl)c1,-14,6,-1,2.6,0,23,-18,-49,25
Cc1ccc2c(c1)C(C)(C)[C@]1(C)NC(=O)CCN21,-6,6,15,-0.2,16,-2,17,0,3
Cc1cc(C)c(C)c(OCCOCCN2CCOCC2)c1,-14,3,6,-0.2,-7,0,-24,18,-2
CC1CC(C)CN(CC(=O)N2c3ccccc3CCc3ccccc32)C1 (stereo not given),65,4,4,0.8,5,-1,8,11,2
Cc1ccc(Cc2cc(-c3ccc(C)cc3)n[nH]c2=O)cc1,10,4,4,0.5,2,7,41,-62,·
COc1ccc(C(CCNCc2ccc(N(C)C)cc2)C(C)C)cc1 (stereo not given),-5,6,13,2.5,13,-1,-8,10,14
CS(=O)(=O)Nc1ccc(S(=O)(=O)Nc2nccs2)cc1,-6[fluorescence artefact?],3[fluorescence artefact?],7,-0.1,-6,-1,-28,-30,0
CC(CC(=O)O)n1nnc2ccccc21 (stereo not given),4,0,10,-0.1,1,2,19,13,2
COc1ccc(NC(=O)/C(C#N)=C/c2ncc([N+](=O)[O-])n2C)c(OC)c1,10,2,8,-0.7,-25,17,-25,-19,20
CN(NC(=O)c1ccccc1Cl)c1ncc(C(F)(F)F)cc1Cl,-6,4,16,-0.2,-5,5,8,-13,21
O=C(CN1CCCC1)N1c2ccccc2C=Cc2ccccc21,-5,2,7,-1.2,-7,21,-13,-4,-30

# In the list so far, two have two or more sulfur atoms:
SMILES,14-3-3 Bad inh,eIF4E-4G inh,PGE2 EP2 inh,zVAD death inh,TbHK1 inh,Hck-Nef inh,m-calpain inh,EP2 modulator,Rad51 HR inh
CCSc1nnc(NC(=O)C(C)(C(F)(F)F)C(F)(F)F)s1,51,2,7,0.8,1,0,-10,4,0
CS(=O)(=O)Nc1ccc(S(=O)(=O)Nc2nccs2)cc1,-6[fluorescence artefact?],3[fluorescence artefact?],7,-0.1,-6,-1,-28,-30,0

# More compounds:
SMILES,14-3-3 Bad inh,eIF4E-4G inh,PGE2 EP2 inh,zVAD death inh,TbHK1 inh,Hck-Nef inh,m-calpain inh,EP2 modulator,Rad51 HR inh
CN(CC(=O)Nc1ccc(S(N)(=O)=O)cc1)c1ccccc1,-20[fluorescence artefact?],-8,24,0.4,-1,4,-28,-7,10
O=C(NC(Cc1ccccc1)c1nc2ccccc2[nH]1)C1CC(=O)N(c2ccc3c(c2)OCCO3)C1 (stereo not given),49[fluorescence artefact?],-16[fluorescence artefact?],6,0.5,-1,2,-14,4,-4
CCOC(=O)c1cc(=O)c2ccc(OCC(=O)Nc3ccc(F)cc3)cc2o1,1,3,16,1.6,-1,10,-9,2,11
O=C(CNCCO)N1CCc2ccccc21,3,-5,8,0.2,-3,0,-23,1,-6
COc1ccc(Cl)c(NCCC(=O)O)c1,12,6,5,-0.7,5,9,19,16,5
COc1ccccc1NC(=O)C(NC(=O)OC(C)(C)C)C(C)OCc1ccccc1 (stereo not given),2,-1,4,-0.3,-5,0,-4,63*,-1
O=C(CSc1nc2ccc([N+](=O)[O-])cc2[nH]1)NC1CCCCCC1,1,-1,9,70,-5,2,21,-7,-2
COc1cc(/C=C(/C#N)c2nc3ccccc3[nH]2)ccc1OCC(=O)Nc1ccccc1C,·,·,2,0.4,-2,8,i,-5,6
CN(C)c1ccc(/C=N/O)cc1,-7,3,6,2.7,-21,20,-22,6,15
COc1cccc(NC(=O)N2CCCC2C(=O)NCc2ccccc2F)c1 (stereo not given),-2,2,13&2,-0.4,-7,9,-7,1&-1,·
COCCNC(=O)c1onc(CCl)c1C(=O)OC,-23,-4,10,-0.4,2,-1,19,10,9
COc1ccc(N2C(=O)C(Cl)=C(Nc3ccc(OC)cc3OC)C2=O)cc1,-4,-5,8,0.1,-2,18,18,-32,-30
Cc1cccc(NC(=O)COc2ccc(Br)cc2)n1,-2,4,7,0.5,2,2,21,-2,-3
COc1ccc(CCNC(=O)Cn2ccc3c(OC)cccc3c2=O)cc1OC,-4,4,8,0.5,-22,-3,6,2,·
CC12CCC(C1)C(C)(C)C2OC(=O)c1ccccc1C(=O)O (stereo not given),-3,5,14,0.6,-3,6,4,-2,12

# Random excerpt: five compounds from above
SMILES,14-3-3 Bad inh,eIF4E-4G inh,PGE2 EP2 inh,zVAD death inh,TbHK1 inh,Hck-Nef inh,m-calpain inh,EP2 modulator,Rad51 HR inh
O=C(NC(Cc1ccccc1)c1nc2ccccc2[nH]1)C1CC(=O)N(c2ccc3c(c2)OCCO3)C1 (stereo not given),49[fluorescence artefact?],-16[fluorescence artefact?],6,0.5,-1,2,-14,4,-4
COc1ccccc1NC(=O)C(NC(=O)OC(C)(C)C)C(C)OCc1ccccc1 (stereo not given),2,-1,4,-0.3,-5,0,-4,63*,-1
CC12CCC(C1)C(C)(C)C2OC(=O)c1ccccc1C(=O)O (stereo not given),-3,5,14,0.6,-3,6,4,-2,12
CN(CC(=O)Nc1ccc(S(N)(=O)=O)cc1)c1ccccc1,-20[fluorescence artefact?],-8,24,0.4,-1,4,-28,-7,10
COCCNC(=O)c1onc(CCl)c1C(=O)OC,-23,-4,10,-0.4,2,-1,19,10,9

# Continuation:
SMILES,14-3-3 Bad inh,eIF4E-4G inh,PGE2 EP2 inh,zVAD death inh,TbHK1 inh,Hck-Nef inh,m-calpain inh,EP2 modulator,Rad51 HR inh
O=C(N[C@@H](c1ccccc1)[C@@H]1C[C@H]1C(=O)NCc1ccccn1)OCc1ccccc1,7,-2,4,-0.2,2,0,9,22,-11
O=C(NCCCCc1ccccc1)c1ccccc1,1,0,4,2.2,-1,17,31,-37,0
CC(Oc1cc(F)ccc1[N+](=O)[O-])C(=O)Nc1ccc(S(=O)(=O)N2CCCC2)cc1 (stereo not given),0,2,3,3.5,2,-11,19,-44,1
C[C@@H]1C=C(C(=O)N2CCN(Cc3ccc4c(c3)OCO4)CC2)O[C@H](OCCCCO)C1,8,0,·,0.4,6,5,-1,-27,·
Cc1ccc(/C=C/C(=O)Nc2nccs2)o1,-7,-4[fluorescence artefact?],6,79*,-60,3,30,-6,1
COC(=O)c1cc(NC(=O)c2cc(C(C)(C)C)nn2Cc2cccc(C)c2)ccc1N1CCOCC1,5,-1,1,1.6,-13,6,-47,8,17
FC(F)(F)c1cnc(N2CCC(=NOCc3ccc(Cl)cc3)CC2)c(Cl)c1,·,·,9,0.0,-2,0,33,10,-7
